# Assay outcomes from PubChem.
# CSN deneddyl inh – inhibitors of CSN-mediated cullin deneddylation, primary screen, biochemical, fluorescence polarization, uHTS. Purified CSN, SCF-Nedd8-OG deneddylation. inhibition, % at 12.5 µM. hit rate 0.38% among 360,000. AID 651999, 2013;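 active = pattern-corrected inhibition above about 35%, with an unprinted fluorescence ratio check between 0.5 and 1.5, limit read from the data, passing the limit was not always enough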;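 also: 0% = enzyme with substrate and 100% = substrate without enzyme; some results filed as inactive read as strong as hits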
#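 test system = HEK293T-derived human Csn5 enzyme | amount = 0.24 nM Csn5 enzyme, final concentration | medium = Tris/NaCl/DTT buffer, pH 7.5 | schedule = 90 min reaction at room temperature | signal = FP | evaluation = inhibition of Csn5 cleavage, % | compound dosing = single dose of 12.5 µM compound with 0.25% DMSO | probe or stimulus = 10 nM SCFSkp2-Nedd8OG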
# Rpn11 inh – Rpn11 (PSMD14) deubiquitinase inhibitors, primary screen, biochemical, fluorescence polarization, uHTS; 26S proteasome non-ATPase regulatory subunit 14 (Homo sapiens), O00487; hit rate 0.59% among 360,000; human 26S proteasome, Ub4-pepOG fluorescence polarization; 20S core pre-blocked with epoxomicin; AID 588493, 2011; calls only at 20 µM;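 active = inhibition at 20 µM, scaled to each plate's controls, above about 33%, limit read from the data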
# Target sequence (O00487 whole entry, looked up): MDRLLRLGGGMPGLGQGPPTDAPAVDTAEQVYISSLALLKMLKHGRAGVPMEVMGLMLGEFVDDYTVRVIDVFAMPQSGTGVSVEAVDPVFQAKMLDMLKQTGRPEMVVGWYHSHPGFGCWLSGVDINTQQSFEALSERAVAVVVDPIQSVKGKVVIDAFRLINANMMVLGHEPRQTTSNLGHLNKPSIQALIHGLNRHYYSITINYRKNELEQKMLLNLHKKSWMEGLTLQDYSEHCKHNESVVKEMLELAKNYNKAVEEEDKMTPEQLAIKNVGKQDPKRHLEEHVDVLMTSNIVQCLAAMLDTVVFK
# STEP block – STEP phosphatase inhibitors, primary screen, biochemical, fluorescence intensity, uHTS; recombinant STEP, OMFP fluorogenic substrate; inhibition, % at 20 µM; Tyrosine-protein phosphatase non-receptor type 5 (Homo sapiens), P54829; hit rate 0.25% among 360,000;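 active = inhibition at 20 µM, scaled per plate between control wells, above about 37%, limit read from the data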;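 also: 0% = DMSO with enzyme and substrate and 100% = substrate only without enzyme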
# Target sequence (P54829 whole entry, looked up): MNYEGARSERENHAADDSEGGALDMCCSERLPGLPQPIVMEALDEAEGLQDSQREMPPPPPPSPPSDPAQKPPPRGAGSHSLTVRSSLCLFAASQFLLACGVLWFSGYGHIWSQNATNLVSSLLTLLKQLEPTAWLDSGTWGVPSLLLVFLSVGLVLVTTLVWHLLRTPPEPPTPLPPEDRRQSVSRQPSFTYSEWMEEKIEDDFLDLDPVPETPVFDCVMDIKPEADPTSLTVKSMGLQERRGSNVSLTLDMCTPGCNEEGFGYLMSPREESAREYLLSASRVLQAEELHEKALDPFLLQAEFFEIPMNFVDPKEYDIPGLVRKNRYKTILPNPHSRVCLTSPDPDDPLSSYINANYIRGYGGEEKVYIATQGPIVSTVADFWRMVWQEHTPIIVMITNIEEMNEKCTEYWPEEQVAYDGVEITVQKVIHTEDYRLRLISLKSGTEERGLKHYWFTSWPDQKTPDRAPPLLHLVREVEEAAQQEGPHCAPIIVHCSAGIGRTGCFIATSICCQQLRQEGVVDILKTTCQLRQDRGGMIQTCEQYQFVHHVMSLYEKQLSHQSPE
#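 Material: STEP (striatal-enriched tyrosine phosphatase) enzyme, cell-free; Compound dosing: 20 µM single dose in 1% DMSO; Technique: fluorescence read at 480 nm ex / 540 nm em; Times: reaction 20 min, ambient temperature; Medium: 50 mM Bis-Tris pH 6.0 with 2.5 mM DTT and 0.005% Tween 20; Also added: OMFP at 25 µM.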
# SUMO1-SIM PPI – modulators of SUMO1 protein-protein interactions, primary screen, biochemical, uHTS; SUMO1 binding to a labelled peptide, TR-FRET, 1 h; inhibition, % at 20 µM; AID 602429, 2012; hit rate 0.33% among 360,000; Small ubiquitin-related modifier 1 (Homo sapiens), P63165; in the data active = inhibition above about 37%
# Target sequence (P63165 whole entry, looked up): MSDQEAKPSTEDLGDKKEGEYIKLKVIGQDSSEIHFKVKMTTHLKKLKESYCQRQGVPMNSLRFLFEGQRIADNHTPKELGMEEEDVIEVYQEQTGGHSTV
# Tb MetRS inh – T. brucei MetRS inhibitors, primary screen, biochemical, luminescence. purified T. brucei MetRS, ATP depletion, Kinase-Glo luminescence. inhibition, % at 11.9 µM. hit rate 0.4% among 360,000;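 active = inhibition above a per-plate cutoff of the control wells' mean inhibition plus 3 SD, cut at about 5.5% in these data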;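 also: 0% = DMSO wells median and 100% = median of wells with control inhibitor compound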
#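 Material: T. brucei methionyl-tRNA synthetase, purified; reagent: substrates ATP, L-methionine and bulk Escherichia coli tRNA; dosing: 11.9 µM single point; timing: 15 min plus 2 h at 25 °C; detection: luminescence of leftover ATP; evaluation: % inhibition; control set: DMSO-only wells as low control; replicates: singlicate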
# MsrA inhibitor – bovine MsrA enzyme inhibitors, primary screen, biochemical, absorbance, HTS; Methionine sulfoxide reductase A (Bos taurus); purified bovine MsrA, absorbance read-out; inhibition, % at 15.5 µM; hit rate 0.75% among 360,000; in the data active = inhibition above about 4.5%;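 also: 0% = vehicle wells with enzyme and 100% = reference inhibitor wells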
# DNMT1 block – human DNMT1 methyltransferase inhibitors, primary screen, biochemical, molecular beacon, fluorescence, HinP1I cleavage, uHTS | DNA (cytosine-5)-methyltransferase 1 (Homo sapiens), P26358 | inhibition (reported as % activation of signal), % at 10 µM | hit rate 0.83% among 360,000 | AID 588458, 2011; in the data active = inhibition above about 50%
# LMPTP block – LMPTP phosphatase inhibitors, primary screen, biochemical, fluorescence intensity, uHTS; Low molecular weight phosphotyrosine protein phosphatase (Homo sapiens), P24666; recombinant LMPTP-A, OMFP fluorogenic substrate; inhibition, % at 20 µM; hit rate 0.22% among 360,000; AID 651560, 2012;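 active = compounds that cut the enzyme signal by at least half of the control window in the single-dose screen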;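 also: plate controls were DMSO wells with enzyme plus substrate for no effect and substrate without enzyme for full effect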
#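 material = LMPTP-A | quantity = 0.625 nM enzyme | reagent = OMFP substrate, 400 µM final | buffer or medium = Bis-Tris pH 6.0, DTT, detergent | detection = endpoint fluorescence intensity from OMFP dephosphorylation | dosing = single 20 µM dose | read-out basis = % inhibition relative to no-enzyme and uninhibited control wells | control set = no-enzyme and uninhibited controls | timing = 50 min at room temperature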
# Scp1 inh – Scp-1 phosphatase inhibitors, primary screen, biochemical, colorimetric, uHTS | AID 493091, 2011 | Recombinant Scp1, phosphopeptide, malachite green phosphate absorbance | inhibition, % at 20 µM | Carboxy-terminal domain RNA polymerase II polypeptide A small phosphatase 1 (Homo … | hit rate 0.88% among 340,000;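 active = inhibition above about 50% at 20 µM, limit read from the data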;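 also: plate controls were DMSO wells with enzyme for no effect and wells lacking enzyme for full effect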
#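 Material – SCP-1 phosphatase catalytic domain, residues 76-261 · Buffer or medium – Acidic Tris acetate buffer with magnesium and detergent · Also added – Phospho 17-mer peptide substrate · Compound – single 20 µM dose, 1% DMSO · Times – 45 min room-temperature reaction, 5 min colour, 30 min stabiliser · Technique – Phosphate-binding colour reagent, absorbance read at 630 nm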
# NadD inh – inhibitors of S. aureus NadD, primary screen, biochemical, colorimetric, uHTS. Nicotinate-nucleotide adenylyltransferase NadD (Staphylococcus aureus N315). purified NadD enzyme, colorimetric absorbance read-out. inhibition, % at 20 µM. hit rate 0.78% among 360,000; in the data active = inhibition above about 26%; also: some compounds past the cut are filed as inactive
# An asterisk follows results filed as active; i = inactive; nt = not tested or not shown. Compounds as they come, and some 3.9% of all compounds hit somewhere here.
nr	SMILES	CSN deneddyl inh	Rpn11 inh	STEP block	SUMO1-SIM PPI	Tb MetRS inh	MsrA inhibitor	DNMT1 block	LMPTP block	Scp1 inh	NadD inh
1	CCC(=O)N(Cc1cc2cc(OC)ccc2[nH]c1=O)c1cc(C)ccc1C	2	i	-3	1	0.4	2.2	0	-2.0	-1	1
2	COc1ccc(NS(=O)(=O)c2cccc(C(=O)NCc3ccccc3CN3CCOCC3)c2)cc1	-4	i	-3	17	-0.3	0.2	-2	0.6	-5	7
3	Cc1nc(Cc2nnc(SCC(=O)N3CCN(c4ccc(F)cc4)CC3)o2)cs1	-2	i	2	0	-0.2	-0.7	3	-0.4	-3	-2
4	CCOc1cc(Br)c(C=O)cc1OCC	-6	i	-1	3	0.1	0.5	-4	0.4	-6	3
5	O=C(CSc1ncc(C(F)(F)F)cc1Cl)N1CCN(S(=O)(=O)c2ccc(Cl)cc2)CC1	-1	i	4	-1	0.2	-0.7	-1	2.4	-9	-4
6	S=c1[nH]nc(-c2cnccn2)n1-c1ccccc1	-1	i	-8	-2	-0.2	1.6	1	0.3	3	-4
7	N#C/C(=C\c1ccccc1)c1nc2ncccc2[nH]1	1	i	0	-18	0.2	2.5	1	-3.0	-2	5
8	CC(=O)c1cc(-c2ccc(F)cc2)n(CCC(=O)Nc2cc(C)[nH]n2)c1C	0	i	0	-2	-1.6	-1.0	0	-0.2	-7	4
9	CC(=O)N1c2c(cc(Br)cc2S(=O)(=O)N2CCCCC2)CC1C (centres undefined)	0	i	1	1	0.2	-0.2	1	0.8	-1	-7
10	CCC(CC)C(=O)N(C)c1c(C)nc2c(OCc3ccc(C(F)(F)F)cc3)cccn12	2	i	2	5	0.3	-0.3	-6	2.8	nt	9
11	CC(CN1c2ccccc2Sc2ccccc21)N(C)C (centres undefined)	-2	i	-2	1	-0.8	0.5	4	0.5	-4	-1
12	Cc1occc1C(=O)Nc1ccc(S(=O)(=O)N2CCCC2)cc1	-5	i	0	2	0.1	-0.1	-4	0.3	-8	-7
13	CCOc1nc(Oc2cccc(C(=O)O)c2)nc(Oc2cccc(C(=O)O)c2)n1	2	i	3	0	-1.1	-1.1	-1	-2.7	-8	-4
14	CC(C)(C)c1ccc2c(c1)N(CC(=O)N1CCCC1)C(=O)CO2	4	i	0	8	-1.0	-0.6	0	-1.7	-2	6
15	COc1ccc(C(=O)N2CCC(C(=O)NCc3ccccn3)CC2)cc1	4	i	-2	-1	-0.5	0.9	0	-1.4	16	-1

# Structural class: those above containing two or more sulfur atoms.
nr	SMILES	CSN deneddyl inh	Rpn11 inh	STEP block	SUMO1-SIM PPI	Tb MetRS inh	MsrA inhibitor	DNMT1 block	LMPTP block	Scp1 inh	NadD inh
3	Cc1nc(Cc2nnc(SCC(=O)N3CCN(c4ccc(F)cc4)CC3)o2)cs1	-2	i	2	0	-0.2	-0.7	3	-0.4	-3	-2
5	O=C(CSc1ncc(C(F)(F)F)cc1Cl)N1CCN(S(=O)(=O)c2ccc(Cl)cc2)CC1	-1	i	4	-1	0.2	-0.7	-1	2.4	-9	-4

# The listing continues:
nr	SMILES	CSN deneddyl inh	Rpn11 inh	STEP block	SUMO1-SIM PPI	Tb MetRS inh	MsrA inhibitor	DNMT1 block	LMPTP block	Scp1 inh	NadD inh
16	O=C1N/C(=C\c2ccccc2)c2ccccc21	2	i	-2	-21	-1.2	3.3	1	-0.7	-2	-5
17	O=C(CCNC(=O)C1CCN(S(=O)(=O)c2ccc(F)cc2)CC1)NCc1cccc(Cl)c1	-3	i	-1	-4	0.0	0.1	1	-1.1	25	-1
18	COc1ccc(C2C(C(N)=O)=C(C)Nc3nc(CCCO)nn32)cc1 (centres undefined)	-2	i	-3	3	-0.8	-0.2	1	-1.1	-9	0
19	CC(C)CN(CCCNC(=O)CN1C(=O)COc2ccc(S(=O)(=O)N3CCOCC3)cc21)CC(C)C	-3	i	-3	-7	-0.3	-0.2	0	-5.3	-5	-4
20	Cc1c(NC(=O)CSc2n[nH]c(-c3ccccc3)n2)c(=O)n(-c2ccccc2)n1C	0	i	-4	-1	-1.0	-0.5	5	-0.6	2	-4
21	N#CCCN(Cc1cccnc1)C(=S)NC(=O)c1ccco1	2	i	1	0	0.3	1.5	1	-1.5	-9	-7
22	COCC(C)n1c(SCC(=O)NC(=O)Nc2ccc3c(c2)OCCO3)nc2ccccc2c1=O (centres undefined)	6	i	3	5	-1.0	-0.6	-4	0.7	-9	1
23	CCOC(=O)c1c(NC(=O)CNCCOC)sc2c1CCCC2	-3	i	-2	3	-0.9	0.4	-4	-0.2	-5	-5
24	Cc1cc(C)cc(NC(=O)c2cc(Cl)sc2Cl)c1	0	i	4	0	0.2	0.8	0	1.7	-12	-4
25	CC(C)C[C@@H](CNCC(=O)[C@H](Cc1c[nH]c2ccccc12)NC(=O)c1[nH]cnc1C(=O)N[C@@H](C)CN)NC(=O)c1nc[nH]c1C(=O)N[C@@H](C)C(=O)O	0	i	4	0	23*	0.0	-6	-3.5	-5	8
26	N=c1ccn(Cc2c(Cl)cccc2Cl)cc1	-7	i	0	-1	-0.1	-0.3	0	-0.5	-13	7
27	O=C(/C=C/c1ccc2c(c1)OCO2)Nc1nc(-c2ccccc2)cs1	-4	i	-1	-5	0.1	4.8*	-2	3.7	-17	9
28	CC1=NNC(=O)C1Oc1ccccc1 (centres undefined)	-5	i	-2	0	-0.3	-0.2	-5	-1.5	-6	-3
29	CCOc1cccc(-c2c(C(=O)N/N=C(\C)c3ccccn3)nnn2-c2nonc2N)c1	2	i	-1	-2	0.0	-0.9	3	0.9	-7	8
30	CCn1c(Cc2c(C)[nH]c3ccccc23)n[nH]c1=S	0	i	-2	0	-0.4	-1.4	-2	-14	0	-4
31	O=S(=O)(c1ccc(F)cc1)c1nc(-c2ccccc2F)oc1N1CCCCC1	2	i	0	-2	0.1	-0.1	-1	-1.6	-6	-12
32	CCC(C)c1ccc(OCC(=O)NNC(=O)C2CCCCC2)cc1 (centres undefined)	0	i	0	-1	-0.5	-0.1	0	-0.3	-8	-10
33	COc1ccccc1N1C(=O)N(CC(=O)C(C)(C)C)c2ccccc2S1(=O)=O	3	i	2	10	-1.2	-1.0	3	-1.1	-13	-4
34	CC(=NC1CCCCC1)c1ccc(O)cc1O	-2	i	2	3	-0.1	3.2	3	-1.9	nt	-1
35	O=C(Nc1ccc([N+](=O)[O-])c(NC(=O)C2CCCO2)c1)C1CCCO1 (centres undefined)	6	i	0	-22	0.3	0.0	0	0.9	-6	-2
36	CCOC(=O)C1(CC)CC(CSc2nc3ccccc3[nH]2)OC1=O (centres undefined)	3	i	1	2	-0.6	2.5	5	-2.3	10	-2
37	O=C(Nc1ccc(F)cc1)N1CCCN(c2ccc(C(F)(F)F)cn2)CC1	4	i	1	0	-0.4	1.0	-1	-1.1	-4	-7
38	CCCn1nc(C(=O)Nc2cc(OCC)c(N3CCOCC3)cc2OCC)c2ccccc2c1=O	-1	i	2	-3	-0.5	-0.7	-2	2.4	7	4
39	Cc1cc(Nc2cc(F)ccc2C)n2ncnc2n1	-2	i	-1	1	1.5	0.1	0	0.1	-4	-4
40	O=c1c2ccccc2nc(-c2ccc(Cl)c(Cl)c2)n1O	1	i	26	8	-0.4	-0.5	-1	29	30	1
41	CCOc1cc(C2NC(=O)CCC2[N+](=O)[O-])cc(Br)c1OCC (centres undefined)	-1	i	-1	1	-0.5	-1.5	0	-0.2	-1	1
42	COC(=O)c1ccc(COC(=O)CNC(=O)CNC(=O)c2ccc(OC)cc2)cc1	3	i	-2	0	-0.6	-0.5	1	-3.2	-4	-1
43	CCCCN1C2CCCC1CC(NC(=O)c1cccc(OC)c1)C2 (centres undefined)	0	i	1	7	-1.1	-0.9	1	-2.5	-6	-4
44	CCCn1c(=O)n(C)c(=O)c2c(SC(C)C(=O)NCC3CCCO3)nc(CC(C)C)nc21 (centres undefined)	-2	i	0	3	0.1	1.8	-1	-0.7	-4	1
45	COc1cc(NC(=O)COc2ccc(F)cc2)nc(OC)n1	-3	i	-3	6	-0.2	0.3	1	0.3	7	7
46	Cc1ccc(NS(=O)(=O)c2ccc3c(c2)N(C)CCO3)cc1	-2	i	-2	-5	-0.5	0.5	1	0.6	0	1
47	CN(C(=O)c1ccc2nccnc2c1)C1CCCCC1	8	i	-4	-11	-0.2	1.7	3	-1.3	-11	-1
48	Cc1cc(C)c2c(n1)nn1c(NCCCN(C)C)cc(C)nc21	-1	i	0	3	0.2	2.1	-6	-1.7	-7	-4
49	COc1ccc(/C(C)=N/Nc2nc3ccccc3nc2C)cc1	3	i	-1	-13	-0.9	-1.0	-1	1.0	4	-5
50	CCN(CC(=O)Nc1c(F)cccc1F)C(=O)c1ccc(C2SCCS2)cc1	-1	i	5	2	-0.2	-0.1	6	2.9	-9	4
51	COc1ccc(CNC(=O)C2=C(C)C(=O)OC23CCC(C)CC3)cc1 (centres undefined)	-3	i	-4	0	0.5	-0.2	1	-1.2	-14	-3
52	CC1=NN(c2ccc(C(=O)OC(C)C)cc2)C(=O)/C1=C\C=C\c1ccco1	4	i	0	0	0.3	-0.1	-7	2.8	-11	5
53	O=[N+]([O-])/C=C1\CCCCCN1	3	i	2	2	-0.6	1.9	-1	-0.1	-8	-9
54	CC1ON=C(c2cccc3ccccc23)N(C)C1=O (centres undefined)	0	i	0	1	-0.1	-1.1	-6	-0.4	nt	3
55	C/C(=N/O)c1c(O)c(C)c(-c2ccccc2)n(-c2ccccc2)c1=O	-1	i	-1	-1	-0.1	0.1	1	-1.9	-8	0
